High-throughput results as filed in PubChem BioAssay.
Tau fluor cs: counter-screen for tau fibril formation inhibitors; tau K18 P301L Alexa594 fluorescence, heparin fibrillization; Potency, µM (doses to about 57.7 µM), without a hit: at the top dose activity change, negative = decrease; 0.93% of 280,000 active; AID 1463; further: potency means the concentration at half of the fitted maximal effect; on the % scale 0 is the no-effect control and ±100 the full control effect; nearly all actives have a fitted effect of over 55% in size
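Human tau K18 P301L (15 uM unlabeled, 0.24 uM Alexa 594-labeled) in 100 mM sodium acetate pH 7 with 20 uM heparin, 6 hr at 37 C. ThT 30 uM added, 1 hr ambient; Alexa 594 FP and total fluorescence read at 555/632 nm.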
TexasRed fluor: alters Texas Red total fluorescence, flagging assay interference | TRb/SRC2 Texas Red total fluorescence interference | Potency, µM (titrated, usually from 106 µM), for inactives: at the highest dose fluorescence change, negative = quenching | 0.29% of 280,000 active | AID 1479; active means well fitted curve in either direction with a large enough effect; inconclusive means small, poorly fitted or top-dose-only effect; further: potency means the concentration at half of the fitted maximal effect; on the % scale 0 is the no-effect control and ±100 the full control effect
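Flags fluorescent or light-absorbing compounds by total fluorescence, S + 2P, at 555 nm excitation and 632 nm emission. Mixture: 20 nM Texas Red SRC2 peptide, 0.6 uM human TRb LBD, 1 uM T3, 5% DMSO; compound exposure 5 h at ambient temperature.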
TRb SRC2 PPI: inhibitors of human thyroid hormone receptor beta-SRC2 interaction. P10828. TRbeta-SRC2 peptide binding, fluorescence polarization; receptor liganded with 1 µM T3. Potency, µM (highest dose often 106 µM), for inactives: at the top dose activity change, negative = inhibition, usual class: inhibitors. 0.065% of 280,000 active. AID 1469;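 further: potency means the concentration at half of the fitted maximal effect; plate controls were bound peptide for no effect and peptide without receptor for full effect; nearly all actives have a fitted effect of over 50% in size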
Target sequence (P10828 whole entry, looked up): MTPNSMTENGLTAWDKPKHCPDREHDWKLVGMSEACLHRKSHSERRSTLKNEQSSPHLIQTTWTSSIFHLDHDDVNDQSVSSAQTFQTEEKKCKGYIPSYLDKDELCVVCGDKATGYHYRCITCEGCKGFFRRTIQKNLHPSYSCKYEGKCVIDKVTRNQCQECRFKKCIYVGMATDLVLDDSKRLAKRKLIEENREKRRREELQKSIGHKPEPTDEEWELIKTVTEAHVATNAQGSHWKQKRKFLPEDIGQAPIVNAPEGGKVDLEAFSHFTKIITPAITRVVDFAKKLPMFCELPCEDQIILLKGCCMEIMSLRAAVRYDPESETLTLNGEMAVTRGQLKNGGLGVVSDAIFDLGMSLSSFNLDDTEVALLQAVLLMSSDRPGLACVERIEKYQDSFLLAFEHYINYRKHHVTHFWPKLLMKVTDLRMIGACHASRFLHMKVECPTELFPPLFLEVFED
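Decrease in fluorescence polarization of 20 nM Texas Red SRC2 coactivator peptide flagged inhibition of its binding to 0.6 uM TRb LBD; 1 uM T3 included, incubation 5 hr, ex 555/em 632 nm.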
GLA spleen mod: inhibits or activates alpha-galactosidase in human spleen homogenate; P06280; 0.008% of 240,000 active; human spleen homogenate, 4MU-alpha-Gal fluorescence, 40 min; Potency, µM (titrated, usually from 80 µM), inactives show at the top dose activity change, negative = inhibition, actives largely listed as inhibitors;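 further: potency means the concentration at half of the fitted maximal effect; 0% = enzyme with vehicle and -100% = no enzyme basal signal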
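qHTS titration in buffer at pH 5.0. Alpha-galactosidase activity in spleen homogenate was measured via 4-methylumbelliferone release from 1 mM fluorogenic substrate after 40 min at 37C and a pH 10 stop. AC50 came from Hill fits of control-normalized data.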
NPSR antagonist: antagonists of human neuropeptide S receptor cAMP signaling; Q6W5P4; CHO-NPSR cells, cAMP TR-FRET, antagonist mode; Potency, µM (series often up to 38.3 µM), without a hit: at the highest dose activity change, negative = inhibition, actives largely listed as inhibitors; 1% of 220,000 active; AID 1461; further: potency means the concentration at half of the fitted maximal effect; on the % scale 0 is the no-effect control and ±100 the full control effect; nearly all actives have a fitted effect of over 50% in size; many of its hits are not listed in these tables
Epigenetic reg: derepresses silenced GFP reporter in murine cells; murine LDR cells, GFP reporter derepression, 30 h; 0.2% of 280,000 active; Potency, µM (titrated, usually from 53.9 µM), for the others: at the highest dose GFP activation, actives largely listed as activators; further: potency means the concentration at half of the fitted maximal effect; % of control where 0% means no effect; nearly all actives have a fitted effect of over 60% in size
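Derepression of a silenced CMV-GFP reporter in murine LDR cells is scored by enumerating GFP-positive cells with a laser-scanning microplate cytometer after 30 hours of treatment at 37 C.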
Tau fibril FP: blocks human tau fibril formation measured by polarization; P10636; K18 P301L tau heparin fibrillization, Alexa594 FP, 6 h; Potency, µM (top dose mostly 57.7 µM), without a hit: top-dose activity, negative = inhibition, most hits filed as inhibitors; 0.39% of 280,000 active; AID 1468; further: potency means the concentration at half of the fitted maximal effect; on the % scale 0 is the no-effect control and ±100 the full control effect; nearly all actives have a fitted effect of over 55% in size
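Human tau K18 […] P301L fragment, 15 uM unlabeled plus 0.24 uM Alexa 594-labeled tau (final), with compound and 20 uM heparin in 100 mM sodium acetate pH 7; 6 hr at 37 C, then Alexa 594 FP read.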
CBFb-RUNX1 inh: CBF-beta/RUNX1 interaction disruption; Q01196+Q13951; AlphaScreen CBFb-His/RUNX1-biotin binding, biochemical; Potency, µM (series often up to 59.8 µM), without a hit: top-dose activity, negative = inhibition, usual class: inhibitors; 230,000 tested, under 10 active; AID 1477; further: % of control where 0% means no effect
Target sequence (Q01196 whole entry, looked up): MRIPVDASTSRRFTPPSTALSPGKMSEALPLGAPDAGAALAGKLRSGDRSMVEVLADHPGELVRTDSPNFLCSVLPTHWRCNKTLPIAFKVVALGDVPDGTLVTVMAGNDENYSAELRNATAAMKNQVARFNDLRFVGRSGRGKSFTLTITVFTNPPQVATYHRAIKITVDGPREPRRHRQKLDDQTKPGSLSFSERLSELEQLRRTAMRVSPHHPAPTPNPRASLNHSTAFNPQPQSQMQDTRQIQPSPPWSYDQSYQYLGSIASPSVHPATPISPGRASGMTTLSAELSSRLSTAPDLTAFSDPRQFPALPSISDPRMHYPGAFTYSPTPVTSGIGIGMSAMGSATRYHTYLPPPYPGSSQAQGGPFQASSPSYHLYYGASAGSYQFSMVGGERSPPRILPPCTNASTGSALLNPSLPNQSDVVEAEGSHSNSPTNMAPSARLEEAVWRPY
Target sequence (Q13951 whole entry, looked up): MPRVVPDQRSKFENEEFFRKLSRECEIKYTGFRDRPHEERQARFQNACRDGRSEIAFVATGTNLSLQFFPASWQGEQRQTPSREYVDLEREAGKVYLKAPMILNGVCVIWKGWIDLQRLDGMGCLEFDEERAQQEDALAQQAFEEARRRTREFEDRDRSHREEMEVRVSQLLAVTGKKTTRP
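AlphaScreen binding: CBFb-His and RUNX1-biotin (30 nM each) preincubated 20 min, compound added for 15 min, then nickel and streptavidin beads for 90 min, all at room temperature. Disruption of the interaction by any mechanism counts as activity.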
* = called active by the depositor; ? = inconclusive; . = not tested or not shown; & = joins results of further samples; [ ] = another dose, or the depositor's remark. Unless noted, the call rests on the fitted dose curve; in most records, active means well fitted curve in the direction sought with a large enough effect; inconclusive means small, poorly fitted or top-dose-only effect, or another doubt; inactive means no such curve, though single readings can be large; an effect the other way counts as inactive or inconclusive. These rows are one share of the data; the hit share may differ from the screen's.

SMILES	Tau fluor cs	TexasRed fluor	TRb SRC2 PPI	GLA spleen mod	NPSR antagonist	Epigenetic reg	Tau fibril FP	CBFb-RUNX1 inh
Cc1cc(C)c2nc(SCC(=O)NNC(=O)c3ccco3)c(C)cc2c1	8%	-1%	-5%	2%	-20%	-4.8%	-4%	-4%
Cc1[nH]c2ccccc2c1/C=C/C(=O)c1ccccc1	18µM*[quencher]	-4%	4%	-3%	-28%	?	4%	9%
CN(C)CCCNC(=S)N(Cc1cccs1)Cc1cc2cc3c(cc2[nH]c1=O)OCCO3	0%	0%	-4%	8%	-2%	0.0%	-3%	-27%
CC1CC(NC(=O)/C=C/C(=O)O)CC(C)(C)C1 (stereo not given)	-4%	-1%	-6%	10%	-13%	-5.4%	6%	1%
COC(=O)c1sccc1S(=O)(=O)Nc1ccc(C)cc1	2%	2%	2%	1%	4%	-1.0%	11%	-14%
CCN(CC)S(=O)(=O)c1ccc(Cl)c(NC(=O)COC(=O)c2cccn2C)c1	-18%	-1%	1%	5%	-19%	-0.2%	?	-3%
O=C(c1ccco1)N1CCN(C(=O)c2nn3cccnc3c2Cl)CC1	1%	-5%	-2%	11%	-2%[46.1 µM]	1.0%	0%	2%
O=C(c1ccco1)N1CCN(C(=O)C2CCCO2)CC1 (stereo not given)	4%	-1%	-5%	1%	-4%[46.1 µM]	0.0%	4%	-2%
Cc1ccccc1-c1noc(C23CC4CC(CC(C4)C2)C3)n1	-22%	0%	13%	-7%	1%[46.1 µM]	-1.5%	-12%	-3%
COc1ccc(CCNC(=O)Cn2cnc3c(cnn3-c3ccccc3Cl)c2=O)cc1OC	-8%	0%	-2%	?	-2%[46.1 µM]	1.8%	-1%	2%
COc1ccc(NS(=O)(=O)c2cccc3nsnc23)cc1OC	-17%	1%	1%	-9%	-7%[46.1 µM]	-3.8%	-3%	-4%
Cc1cc(=O)[nH]c(SCC(=O)/C=C2\N(C)c3ccccc3C2(C)C)n1	25µM*[fluorescent]	19%[53 µM]	23%[53 µM]	12%	13%	-1.3%	?	-22%

Sorted by length of the SMILES (descending): some entries from above
SMILES	Tau fluor cs	TexasRed fluor	TRb SRC2 PPI	GLA spleen mod	NPSR antagonist	Epigenetic reg	Tau fibril FP	CBFb-RUNX1 inh
COc1ccc(CCNC(=O)Cn2cnc3c(cnn3-c3ccccc3Cl)c2=O)cc1OC	-8%	0%	-2%	?	-2%[46.1 µM]	1.8%	-1%	2%
COc1ccc(NS(=O)(=O)c2cccc3nsnc23)cc1OC	-17%	1%	1%	-9%	-7%[46.1 µM]	-3.8%	-3%	-4%
O=C(c1ccco1)N1CCN(C(=O)C2CCCO2)CC1 (stereo not given)	4%	-1%	-5%	1%	-4%[46.1 µM]	0.0%	4%	-2%

Remaining list, next part.
SMILES	Tau fluor cs	TexasRed fluor	TRb SRC2 PPI	GLA spleen mod	NPSR antagonist	Epigenetic reg	Tau fibril FP	CBFb-RUNX1 inh
CN(Cc1cccc(F)c1)CC(O)COCc1ccccc1Cl (stereo not given)	-5%	-2%	3%	-7%	-10%	-3.4%	-5%	2%
O=[N+]([O-])c1cc(S(=O)(=O)Nc2ccc(Cl)cc2)ccc1N/N=C/c1ccncc1	-25%	-1%	-2%	-5%	-34%	3.0%	-11%	-2%
CCCCC[C@H](O)CC(=O)CCc1ccc(O)c(OC)c1	-14%&3%	-2%&-1%	4%&4%	6%&-6%	.	0.0%&0.0%	4%&2%	13%&14%
CC(=O)Nc1cccc2c1C(=O)N(c1cccc(C)c1)C2=O	2%	2%	0%	8%	-5%[46.1 µM]	-1.2%	4%	10%
Cc1cc(-c2cc(-c3ccccc3)on2)nc(NCC2CC2)n1	-8%	-1%	-8%	-2%	-5%	-3.3%	2%	10%
COC(=O)c1cc2sc(Cl)cc2n1Cc1c(C)cc(C)cc1C	-17%	4%	-9%	.	.	0.0%	-3%	.
CC(C)CCNC(=O)C1CCCCN1S(=O)(=O)c1ccc(F)cc1 (stereo not given)	-8%	0%	-6%	-6%	-11%[46.1 µM]	-2.3%	?	6%
CC(C)(C)c1ccc(OCCNC(=S)Nc2ccccc2)cc1	-7%	3%	5%	12%	?	3.5%	3%	-5%
Cc1ccc(NC(=O)c2sc3nc(-c4ccncc4)ccc3c2N)cc1	-20%	?	-30%	.	.	22µM*	-18%	.
Cc1ccc(OCC(=O)N2CCN(S(=O)(=O)c3ccc(Cl)cc3)CC2)c([N+](=O)[O-])n1	-5%	-5%	4%	9%	-25%[46.1 µM]	-0.9%	5%	0%
CCc1ccc(-c2nc(CN3CCC(C(=O)NCCc4ccc(C)cc4)CC3)c(C)o2)cc1	-4%	1%	-4%	.	.	0.8%	2%	.
CC[C@H](C)[C@@H](NC(=O)O[C@H]1C(=O)c2ccc(OC)cc2O[C@@H]1c1ccc2c(c1)OCO2)C(=O)OC	-10%&-8%	0%&0%	0%&-2%	11%&0%	.	0.0%&-1.1%	-1%&-3%	3%&4%
CN(C(=S)NC(=O)/C=C/c1ccc(F)cc1)C1CCCCC1	-25%	-1%	3%	-6%	-47%	12%	-7%	8%
Cc1ccc(-c2nc(NCc3ccco3)c3ccccc3n2)cc1	?	0%	12%	-1%	-26%	0.0%	?	15%
O=C(Nc1nccs1)c1cc(N2CCOCC2)nc2ccccc12	-13%	-8%	3%	-8%	6%[46.1 µM]	-1.1%	1%	23%
c1ccc(-c2noc(-c3ccc4c(c3)OCO4)n2)nc1	-17%	1%	-10%	5%	-3%[46.1 µM]	4.5%	3%	3%
CCC(C(=O)OCC(=O)Nc1ccc(Cl)c(S(=O)(=O)N(C)C)c1)c1ccccc1 (stereo not given)	?	1%	4%	2%	-28%	-1.1%	?	8%
Cc1cc(N)c2ccccc2n1	3%	-1%	-1%	0%	11%	-0.4%	0%	-1%
Cc1ccc(NC(=O)c2cc(NC(=O)C3CC=CCC3C(=O)O)ccc2N2CCOCC2)cc1 (stereo not given)	-1%	-5%	0%	-4%	-2%[46.1 µM]	-5.8%	4%	5%
O=C(Nc1ccccc1)C1CCCCC1	-9%	-1%	12%	0%	13%[46.1 µM]	2.3%	-7%	9%
O=S(=O)(NCCSc1nnnn1-c1ccccc1)c1ccc(F)cc1	-16%	3%	5%	.	.	-1.1%	0%	.
Oc1ccccc1C1=Nc2ccccc2N=C(c2ccco2)C1	-19%	-2%	-3%	0%	?	-1.1%	-4%	-7%
CNCCCNCc1ccc(SC)cc1	1%	-5%	-4%	5%	10%[46.1 µM]	0.0%	1%	3%
Cc1cc(N)n(-c2ccc([N+](=O)[O-])cc2)n1	-3%	-1%	-3%	-6%	13%	2.0%	1%	13%
O=C1CCCC2[C@@H]3CCC[N@+]4([O-])CCC[C@H](CN12)C34 (stereo not given in full)	-5%	0%	3%	4%	.	0.0%	?	3%
CCc1ccc(NCc2cc3cc4c(cc3n(CC(=O)Nc3ccc(OC)cc3)c2=O)OCO4)cc1	?	1%	7%	.	.	-1.1%	?	.
CC(=O)Nc1ccc(S(=O)(=O)NCCc2csc3nc(-c4cccc(C)c4)nn23)cc1	-15%	0%	-8%	.	.	1.1%	-17%	.
CC1CC(C)CN(C(=O)c2cc(-c3ccccn3)nc3ccccc23)C1 (stereo not given)	?	2%	-5%	4%	-16%[46.1 µM]	0.8%	-15%	2%
COC(=O)c1sc(-c2ccc(Cl)cc2)cc1N	?	-2%	-4%	0%	6%	3.2%	9%	23%
O=C(COC(=O)/C=C/c1ccc2c(c1)OCO2)Nc1ccc(S(=O)(=O)N2CCCC2)cc1	?	3%	5%	-1%	-7%	-0.9%	-13%	-2%
COc1ccc(C2=NOC(C(=O)NC(C)C)C2)cc1 (stereo not given)	1%	-1%	-18%	5%	5%[46.1 µM]	-1.2%	-7%	7%
CC(C(=O)NCc1ccccn1)c1ccc([N+](=O)[O-])cc1 (stereo not given)	-2%	1%	3%	3%	2%	0.3%	-3%	0%
CCCC(=O)n1nc(-c2cccnc2)nc1NCc1ccccc1	-15%&-11%	1%&-13%	10%&-2%	3%	-10%	2.0%&-1.9%	0%&6%	3%
COC(=O)c1ccc(CSc2c(C(C)C)cnc3c2c(=O)n(C)c(=O)n3C)cc1	-6%	-3%	-1%	.	.	-2.7%	-3%	.
Cc1ccc(Cn2c(SC3CCOC3=O)nc3ccccc3c2=O)cc1 (stereo not given)	-20%	2%	1%	-23%	10%	-1.1%	3%	8%
COc1ccc(C/C(C)=N/NC(=O)c2cccnc2)cc1	-1%	?	1%	1%	18%	1.0%	1%	7%
COCCNC(=O)C(C)Oc1ccc(Cl)cc1Cl (stereo not given)	-2%	-5%	4%	10%	1%[46.1 µM]	0.8%	-8%	4%
O=C(Cn1nnc2c(cnn2-c2ccc(F)cc2)c1=O)c1ccccc1F	-11%	0%	-16%	4%	-9%[46.1 µM]	0.0%	?	6%
O=C(c1ccccc1)N1CCN(C2CCCCCC2)CC1	4%	-7%	-2%	11%	-7%[46.1 µM]	1.0%	7%	2%
COc1ccc(C)cc1NC(=O)CSc1nnnn1Cc1ccccc1	-14%	0%	-4%	3%	-15%[46.1 µM]	0.0%	4%	8%
Cc1sc2ccccc2[n+]1CC(=O)O	-16%	1%	11%	5%	-35%	-5.1%	32µM*	-2%
N#Cc1cccc(NC(=O)CSc2n[nH]c(=O)[nH]c2=O)c1	2%	-5%	1%	-1%	-2%	1.3%	5%	21%
COc1cc(C2C(C#N)=C(N)Oc3n[nH]c(C)c32)ccc1OC(=O)c1ccccc1 (stereo not given)	?	-1%	-2%	-9%	-16%[46.1 µM]	0.0%	?	-6%
COc1ccc(NC(=O)c2ccc(CNc3c(N4CCCC4)c(=O)c3=O)cc2)cc1Cl	?	-2%	-7%	5%	1%	0.1%	8%	0%
CCOC(=O)N1CCN(C(=O)c2ccc3nc4ccc(Cl)cc4c(=O)n3c2)CC1	1%	2%	-6%	15%	1%[46.1 µM]	0.9%	2%	16%
COc1ccc(-c2nnc(SCC(=O)Nc3sc4c(c3C#N)CCCC4)n2-c2ccccc2)cc1	9%	-5%	-3%	0%	-3%[46.1 µM]	0.0%	14%	3%
